From PubChem BioAssay
Apoferritin bind: binds horse apoferritin like a general anesthetic. P02791. apoferritin/1-aminoanthracene competitive binding, fluorescence. Potency, µM (top dose mostly 77.5 µM), inactives show at the highest dose activity change, negative = displacement, actives largely listed as inhibitors. actives 0.074% (n = 350,000); further: potency means the concentration at half of the fitted maximal effect; on the % scale 0 is the no-effect control and ±100 the full control effect; nearly all actives have a fitted effect of over 20% in size
Target sequence (P02791 2-175 limits assumed): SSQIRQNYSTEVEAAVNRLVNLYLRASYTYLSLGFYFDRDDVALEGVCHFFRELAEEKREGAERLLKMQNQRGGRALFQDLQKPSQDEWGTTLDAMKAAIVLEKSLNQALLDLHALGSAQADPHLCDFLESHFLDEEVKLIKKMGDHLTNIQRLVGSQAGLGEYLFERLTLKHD
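Read-out: endpoint 1-AMA fluorescence, excitation 380 nm and emission 535 nm, after compounds sit 10 min at room temperature with 10 uM horse-spleen apoferritin in 50% saturated 1-AMA/PBS. Values come from four-parameter Hill fits.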
APEX1 inh: blocks human APE1 abasic DNA cleavage; P27695; recombinant APE1, TAMRA/BHQ-2 abasic DNA cleavage fluorescence; Potency, µM (highest dose often 65.8 µM), for inactives: at the highest dose activity change, negative = inhibition, actives largely listed as inhibitors; actives 0.35% (n = 350,000); AID 2517;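 further: potency means the concentration at half of the fitted maximal effect; plate controls were vehicle for no effect and reference inhibitor for full effect; nearly all actives have a fitted effect of over 55% in size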
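Quantitative HTS: incision of a TAMRA/BHQ-2 double-stranded substrate bearing a tetrahydrofuran abasic site by 0.75 nM APE1 raises fluorescence. Substrate 50 nM final, added after 15 min compound preincubation at room temperature; progress as third-minus-first kinetic read difference.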
12-LOX inh: ALOX12 (human) lipoxygenase inhibition. Potency, µM (highest dose often 108 µM), for inactives: top-dose activity change, negative = inhibition, actives largely listed as inhibitors. AID 1671190. actives 1.1% (n = 580,000). purified 12hLO, xylenol orange hydroperoxide absorbance. P18054; further: potency means the concentration at half of the fitted maximal effect; on the % scale 0 is the no-effect control and ±100 the full control effect
Target sequence (P18054 whole entry, looked up): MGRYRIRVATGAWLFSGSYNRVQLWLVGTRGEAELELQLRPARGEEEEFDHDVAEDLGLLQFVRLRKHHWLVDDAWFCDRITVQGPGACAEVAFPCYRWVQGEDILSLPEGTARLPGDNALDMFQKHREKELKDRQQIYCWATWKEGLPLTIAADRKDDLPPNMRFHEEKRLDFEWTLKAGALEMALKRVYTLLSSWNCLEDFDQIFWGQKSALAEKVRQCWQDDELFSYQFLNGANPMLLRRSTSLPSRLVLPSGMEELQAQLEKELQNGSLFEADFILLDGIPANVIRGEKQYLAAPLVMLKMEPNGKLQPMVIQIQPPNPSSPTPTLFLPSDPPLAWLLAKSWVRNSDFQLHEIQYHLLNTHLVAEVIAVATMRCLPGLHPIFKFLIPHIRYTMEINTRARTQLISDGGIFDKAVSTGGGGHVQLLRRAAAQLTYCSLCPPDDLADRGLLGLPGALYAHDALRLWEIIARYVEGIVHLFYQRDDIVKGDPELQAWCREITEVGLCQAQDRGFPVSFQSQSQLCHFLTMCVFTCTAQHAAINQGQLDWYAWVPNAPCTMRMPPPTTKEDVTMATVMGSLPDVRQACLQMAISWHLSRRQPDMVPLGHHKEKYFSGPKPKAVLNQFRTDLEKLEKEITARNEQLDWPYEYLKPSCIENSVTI
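Hydroperoxide product was detected by ferrous iron/xylenol orange as the 573 to 405 nm absorbance ratio. Arachidonic acid at 40 uM (final) was turned over for 30 min at room temperature by 150 nM human 12hLO, pH 7.0 Hepes buffer, after 15 min compound preincubation.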
Pol kappa inh: inhibitors of human DNA polymerase kappa. Q9UBT6. purified Pol kappa, fluorescent DNA synthesis assay, 10 min. Potency, µM (doses to about 107 µM), for the others: at the top dose activity, negative = inhibition, most hits filed as inhibitors. actives 0.53% (n = 400,000). AID 588579; further: potency means the concentration at half of the fitted maximal effect; on the % scale 0 is the no-effect control and ±100 the full control effect
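Kinetic fluorescence screen: compound preincubated 15 min RT with 10 nM enzyme; 50 nM substrate (final) initiates; reads at 0/10 min.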
RGS4 inh: human RGS4 inhibition; Transcreener GDP fluorescence polarization, RGS4-accelerated GTP hydrolysis; Potency, µM (doses to about 114 µM), without a hit: at the top dose activity change, negative = inhibition, hits mostly inhibitors; actives 0.039% (n = 390,000); AID 504845; further: potency means the concentration at half of the fitted maximal effect; on the % scale 0 is the no-effect control and ±100 the full control effect; nearly all actives have a fitted effect of over 75% in size; some results filed as inactive show a strong effect at the top dose
Target sequence (P49798 whole entry, looked up): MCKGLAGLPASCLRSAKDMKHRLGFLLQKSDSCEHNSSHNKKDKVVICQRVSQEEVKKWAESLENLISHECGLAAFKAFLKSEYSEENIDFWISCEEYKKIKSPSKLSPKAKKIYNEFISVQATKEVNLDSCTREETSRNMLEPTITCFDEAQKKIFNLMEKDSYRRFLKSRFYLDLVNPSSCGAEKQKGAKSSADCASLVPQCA
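MLSMR compounds (23 nl, pin-transferred) preincubated 10 min at room temperature with a 500nM (2x) first reagent, then RGS4 at 900nM (2x) plus Transcreener GDP mix added; fluorescence polarization (620/688 nm) read before and after 90 min at 30 °C.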
Pol beta inh: inhibitors of human DNA polymerase beta | actives 1.3% (n = 340,000) | Potency, µM (highest dose often 114 µM), without a hit: top-dose activity change, negative = inhibition, actives largely listed as inhibitors | Pol beta primer extension/strand displacement, fluorescence kinetic | P06746; further: potency means the concentration at half of the fitted maximal effect; on the % scale 0 is the no-effect control and ±100 the full control effect
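Enzyme-only controls used 10 nM Pol beta; buffer lacking enzyme served as negative control. Compound preincubated 15 min, then 50 nM substrate added; 0 and 10 min reads at room temperature.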
ERG Ets-DNA blk: ERG Ets/DNA interaction inhibition; P11308; fluorescence polarization, His-ERG Ets domain / labelled DNA; Potency, µM (top dose mostly 76.9 µM), for inactives: top-dose FP activity, negative = inhibition, most hits filed as inhibitors; actives 0.028% (n = 370,000); AID 624246; active means well fitted inhibition curve with a large enough effect in the polarisation, with a control signal flat; inconclusive means small, poorly fitted or top-dose-only effect, or effect the other way, or a change in a side signal; inactive means no such curve, though single readings can be large or run the other way; the % refers to the polarisation;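 further: polarization taken with two DNA probes labelled with fluorescein and Texas red; potency means the concentration at half of the fitted maximal effect; % of control where 0% means no effect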
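His-tagged ERG Ets domain (1 uM in the protein solution; 300mM KCl, 50mM Tris-HCl, 1mM EDTA, 1mM DTT, pH 7.5) received compound, then a probe mix of 5 nM fluorescein-DNA and 100nM Texas-615-DNA. Fluorescence polarization was read for both dyes.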
Pol eta inh: inhibitors of human DNA polymerase eta; Q9Y253; actives 1.2% (n = 390,000); Potency, µM (series often up to 114 µM), without a hit: top-dose activity change, negative = inhibition, most hits filed as inhibitors; recombinant Pol eta, fluorescent DNA replication assay; further: potency means the concentration at half of the fitted maximal effect; on the % scale 0 is the no-effect control and ±100 the full control effect
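Pol eta (10 nM) was preincubated with compounds for 15 min at room temperature, after which fluorescent replication substrate (50 nM final) was added to start the reaction. Fluorescence was read kinetically at 0 and 10 min.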
LDHA inh: blocks human lactate dehydrogenase A | activity change, % (values are at about 110 or 230 µM) | P00338 | purified LDHA, NADH/diaphorase-resazurin fluorescence; active compounds read low | AID 1347041 | actives 0.15% (n = 480,000); in the data active means activity change below about -30%; inconclusive means mostly about -25% to -30%;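 further: plate controls were DMSO wells for no effect and wells without enzyme for full effect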
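Resorufin fluorescence (ex540/em590), read at 0 and 20 min after diaphorase/resazurin addition, reports the NADH left after a 5 min room-temperature reaction of 2 nM human LDH5 with 0.06 mM NADH and 0.2 mM pyruvate.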
The depositor's hits bear a star; ? = inconclusive; · = no result given; & = joins results of further samples; [ ] = dose if it differs, or a comment. Unless noted, the call rests on the fitted dose curve; in most records, active means well fitted curve in the direction sought with a large enough effect; inconclusive means small, poorly fitted or top-dose-only effect, or another doubt; inactive means no such curve, though single readings can be large; an effect the other way counts as inactive or inconclusive. The list is partial. The share of hits here may be higher or lower than overall.

Pol beta inh	ERG Ets-DNA blk	12-LOX inh	RGS4 inh	Pol eta inh	Pol kappa inh	Apoferritin bind	APEX1 inh	LDHA inh	canonical_smiles
29.3%	-1.7%	-12.0%	-2.9%	-0.7%	9.7%	-8.9%	·	-0.9	CCOC(=O)C1CCN(C(=O)Cn2nc(CC)n3c(cc4occc43)c2=O)CC1
-1.6%	2.4%	-10.3%	-0.8%[11.4 µM]	2.5%	1.7%[60.1 µM]	-4.7%	-3.6%	-0.6	CC(NC(=O)COc1ccc([N+](=O)[O-])cc1)c1ccccc1 (centres undefined)
5.0%	13.3%	-12.2%	24.0%	-13.8%	3.7%	-11.8%	3.9%	-3.9	Cc1cc(NC(=O)c2n[nH]c(=O)c3ccccc23)ccc1Br
?	0.1%	19.1%	?	-6.3%	8.5%	-1.1%	13.7%	-2.4	COc1cc(COCC(O)CN2C(C)CCCC2C)cc(OC)c1OC (centres undefined)
12.5%	0.8%	-3.7%	9.3%	-10.2%	-8.3%	-23.3%	1.1%	-7.7	c1ccc(OCc2nn3c(-c4ccco4)nnc3s2)cc1
27.0%	-1.3%	-19.0%	-8.2%	7.5%	-15.3%	-17.3%	-0.9%	-4.6	O=C(Nc1cc(C(F)(F)F)ccc1N1CCOCC1)c1n[nH]c(=O)c2ccccc12
1.2%	-1.4%	?	-23.9%	-12.3%	4.5%	?	0.3%	2.4	CC(=O)c1ccc(C(=O)N2CCc3c([nH]c4ccccc34)C2c2ccccn2)s1 (centres undefined)
5.4%	-2.9%	?	-6.2%	-13.5%	-6.6%	-15.8%	-1.6%	-16.3	CCCCNCCOCCSc1ccc(Cl)cc1
25.9%	-0.8%	-10.6%	-5.0%	-21.5%	-11.9%	-9.3%	·	-12.9	CCOC(=O)c1c(C)oc2ncnc(N3CCN(c4ccccc4OC)CC3)c12
-19.6%	8.4%	7.8%	8.3%	-12.1%	-5.4%	-3.7%	3.2%	-12.9	Cn1c(=O)cc(SCC(=O)NCCC2=CCCCC2)c2ccc(Cl)cc21
·	5.4%	-2.4%	2.3%	-2.7%	-11.7%	·	0.8%	-1.6	CC1CCN(C(=O)Cn2cc([N+](=O)[O-])ccc2=O)c2ccccc2S1 (centres undefined)
0.7%	-2.4%	0.0%	10.2%	-8.2%	5.7%	?	-0.6%	-1.8	Cc1ccccc1Cn1cnc2c([N+](=O)[O-])c(C)c(C)cc21
·	3.4%	3.1%	16.7%	-2.7%	-20.9%	·	30.7%	-5.9	Cc1cc(NC(=O)CN(C)CC(=O)Nc2ccc(Cl)c(C(F)(F)F)c2)no1
·	-4.5%	16.6%	-35.5%	-7.3%	-18.3%	·	12.3%	-2.5	Cc1cc(C(=O)CN2C(=O)c3ccccc3S2(=O)=O)c(C)n1C(C)C
94.8%	-6.8%	0.9%	-15.7%	-9.4%	2.1%	-12.7%	5.7%	-6.5	O=C(NCCCCc1ccccc1)Nc1ccc(F)cc1
18.0%	?	-26.4%	-5.8%	-0.2%	-16.6%	-2.8%	11.3%	30.5	CC(C)CCN1CCN(C2CCN(c3ccc4c(c3)OCO4)CC2)CC1CCO (centres undefined)
-26.7%	4.6%	-17.9%	25.8%	-2.5%	-22.1%	-12.8%	-5.3%	0.3	O=C(Nc1ccc(F)cc1)c1cccnc1N1CCCCC1
-13.2%	-8.4%	?	-52.5%	2.2%	-11.3%	4.3%	-4.7%	-5.0	Cc1ccc(-c2n[nH]c(=S)n2/N=C/c2cccs2)cc1
-18.3%	0.6%	267.7%[activator]	3.3%	-24.6%	-4.8%[60.1 µM]	?	·	-0.6	CN(C)CCNC(=O)c1ccc2c(c1)NC(=O)C(CS(=O)(=O)Cc1cccc(Br)c1)N2 (centres undefined)
2.5%	-0.9%	-15.1%	-6.9%	-3.2%	-10.5%	-2.3%	3.8%	-8.5	O=C(NC(=S)N1CCN(c2ccc(F)cc2)CC1)C12CC3CC(CC(C3)C1)C2
2.6%	-10.4%	?	-31.7%	-3.4%	-11.1%	-11.1%	?	-6.3	C=CCNC(=S)NNC(=O)COc1ccc(Cl)cc1Cl
0.3%	10.1%	0.0%	8.8%	?	-15.2%	-20.6%	-3.5%	-1.8	Cc1ccc(C)c(C(=O)C(C)OC(=O)CN2C(=O)NC3(CC(C)CC(C)(C)C3)C2=O)c1 (centres undefined)
26.1%	-1.8%	2.4%	-13.9%	-7.9%	-1.2%	-3.6%	-4.3%	-2.3	COc1ccccc1N1CCN(Cc2nc3ccccc3[nH]2)CC1
10.4%	-6.9%	0.0%	5.2%	-0.7%	-5.6%	-7.7%	-13.6%	-0.7	COC(=O)c1ccc(/C=N/n2c(C)nc3ccccc3c2=O)cc1

A few values from above:
COC(=O)c1ccc(/C=N/n2c(C)nc3ccccc3c2=O)cc1 – LDHA inh = -0.7
CCCCNCCOCCSc1ccc(Cl)cc1 – Pol beta inh = 5.4%
C=CCNC(=S)NNC(=O)COc1ccc(Cl)cc1Cl – Pol beta inh = 2.6%
Cc1ccc(-c2n[nH]c(=S)n2/N=C/c2cccs2)cc1 – Pol kappa inh = -11.3%
O=C(NC(=S)N1CCN(c2ccc(F)cc2)CC1)C12CC3CC(CC(C3)C1)C2 – Pol kappa inh = -10.5%

Next compounds.
Pol beta inh	ERG Ets-DNA blk	12-LOX inh	RGS4 inh	Pol eta inh	Pol kappa inh	Apoferritin bind	APEX1 inh	LDHA inh	canonical_smiles
-13.7%	-2.4%	?	-18.6%	-21.5%	1.4%[60.1 µM]	-17.9%	·	2.5	COc1ccc(CNC(=O)CSCc2ccc(C)cc2)c(OC)c1
·	-7.6%	-0.4%	3.3%	-4.0%	5.3%	·	-14.6%	-2.7	CC(C)(C)OC(=O)C[C@@H]1C/C=C\C[C@H](CC(=O)N[C@@H](CO)Cc2ccccc2)C(=O)N[C@H](C(C)(C)C)COC1=O
3.4%	-4.3%	11.5%	-17.0%	-18.4%	-16.2%	2.6%	-9.7%	-3.6	COc1ccc(N(CC(=O)N/N=C/c2ccccc2OC)S(=O)(=O)c2ccccc2)cc1
7.7%	6.4%	-4.5%	-60.6%[56.9 µM]	-6.3%	-9.8%	2.1%	-9.9%	-11.0	CC(C)[C@H](NC(=O)C1CC(=O)N(c2ccc(F)cc2)C1)C(=O)N1CCCCC1 (some centres undefined)
0.6%	-2.9%	9.2%	-41.2%	-21.6%	-6.4%	-3.0%	6.5%	-0.2	CCOc1ccc(NC(=S)N(CCN2CCOCC2)Cc2ccc3c(c2)CCCN3CC)cc1
-14.9%	4.6%	14.6%	-24.3%	0.8%	-15.2%	-23.6%	6.5%	-1.7	CCCCn1c(SCC(=O)c2ccc3c(c2)OCCO3)nnc1-c1ccoc1C
-0.2%	15.7%	0.0%	5.9%	-3.1%	-0.8%	-15.2%	-1.8%	-0.5	Cc1ccc(-n2c(SCC(=O)N3CCOCC3)nnc2-c2cccnc2)cc1C
-0.1%	2.5%	-8.8%	0.0%	-13.5%	-3.7%	-16.6%	10.6%	-0.1	Cc1ccccc1Nc1nc(N)nc(CSc2ccc(F)cc2)n1

For convenience, part of the list above:
Pol beta inh	ERG Ets-DNA blk	12-LOX inh	RGS4 inh	Pol eta inh	Pol kappa inh	Apoferritin bind	APEX1 inh	LDHA inh	canonical_smiles
-14.9%	4.6%	14.6%	-24.3%	0.8%	-15.2%	-23.6%	6.5%	-1.7	CCCCn1c(SCC(=O)c2ccc3c(c2)OCCO3)nnc1-c1ccoc1C
-0.2%	15.7%	0.0%	5.9%	-3.1%	-0.8%	-15.2%	-1.8%	-0.5	Cc1ccc(-n2c(SCC(=O)N3CCOCC3)nnc2-c2cccnc2)cc1C
-0.1%	2.5%	-8.8%	0.0%	-13.5%	-3.7%	-16.6%	10.6%	-0.1	Cc1ccccc1Nc1nc(N)nc(CSc2ccc(F)cc2)n1

More compounds:
Pol beta inh	ERG Ets-DNA blk	12-LOX inh	RGS4 inh	Pol eta inh	Pol kappa inh	Apoferritin bind	APEX1 inh	LDHA inh	canonical_smiles
23.8%	2.9%	-7.4%	-2.9%	-20.6%	-11.7%	-2.8%	-4.1%	-4.3	C=CCNC(=S)NNC(=O)c1ccc(Br)o1
8.2%	-1.8%	13.1%	4.8%	-10.8%	-9.1%	-4.1%	21.9%	-13.9	CN1CCc2c(sc(NC(=O)C3CCCCC3)c2C(N)=O)C1
8.4%	-12.3%	-24.3%	-3.2%	-7.2%	-8.5%	-5.8%	-16.2%	-12.8	Cc1ccccc1CN1CCN(C(=O)c2ccco2)CC1
1.3%	·	·	1.9%[56.9 µM]	2.2%[57.1 µM]	-1.8%[60.1 µM]	-5.5%	4.8%&0.7%	·	Cn1c(=O)c2[nH]c(-c3ccccc3)nc2n(C)c1=O
-23.9%	-10.6%	?	-14.7%	-15.2%	-4.7%	-12.3%	-7.9%	-3.5	O=C(NC1CCSc2ccccc21)c1ccc(Cl)c(S(=O)(=O)N2CCOCC2)c1 (centres undefined)
